# Mcl1 Noxa PPI: Mcl-1/Noxa binding inhibitors, primary screen, biochemical, TR-FRET, 1536-well | Induced myeloid leukemia cell differentiation protein Mcl-1 (Homo sapiens), Q07820 | inhibition, % at 21.7 µM | TR-FRET Mcl-1/Noxa peptide binding, 2 h | AID 1022, 2008 | 220,000 compounds, 1.5% hits;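 active means compounds that cut the protein-peptide binding signal by more than 50% relative to plate controls in a single-dose test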;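 further: His-tagged Mcl-1 with rhodamine Noxa BH3 peptide and terbium anti-His antibody; 0% = Mcl-1 plus Noxa peptide wells and 100% = peptide-only wells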
# Target sequence (Q07820 whole entry, looked up): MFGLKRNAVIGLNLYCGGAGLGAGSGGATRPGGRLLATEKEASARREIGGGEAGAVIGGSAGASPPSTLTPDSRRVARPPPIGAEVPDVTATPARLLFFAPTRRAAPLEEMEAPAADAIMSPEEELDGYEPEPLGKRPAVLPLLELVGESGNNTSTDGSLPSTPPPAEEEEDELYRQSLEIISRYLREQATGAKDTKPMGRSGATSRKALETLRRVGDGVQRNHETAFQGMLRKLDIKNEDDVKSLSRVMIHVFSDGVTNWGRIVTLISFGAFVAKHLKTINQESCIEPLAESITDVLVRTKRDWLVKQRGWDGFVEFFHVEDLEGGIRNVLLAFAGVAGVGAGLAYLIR
# Pf gamet viab: late stage P. falciparum gametocyte viability inhibitors, primary screen, ATP luminescence, HTS; AID 743093, 2013; 150,000 compounds, 0.065% hits; inhibition, % at 10.9 µM; P. falciparum stage V gametocytes, 24 h;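 active means inhibition above the mean plus 3 SD of compounds within the control limits, set per campaign, cut at about 38% in these data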;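 further: 0% = DMSO wells and 100% = medium only without gametocytes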
# Bim-Mcl-1: inhibitors of Bim peptide binding to Mcl-1, primary screen, biochemical, bead-based flow cytometry, multiplex | Bim peptide-Mcl-1 binding | inhibition, % at 10 µM | 190,000 compounds, 0.1% hits | AID 1009, 2008; in the data active means inhibition above about 40%;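 further: 0% = no compound tracer wells and 100% = peptide blocker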
# ABCG2 inh: ABCG2 efflux pump inhibitors, primary screen, multiplex with ABCB1, IgMXP3 cells, flow cytometry. 190,000 compounds, 0.1% hits. Broad substrate specificity ATP-binding cassette transporter ABCG2 (Homo sapiens), Q9UNQ0. JC-1 efflux. inhibition, % at 6.6 µM;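 active means inhibition above 80%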;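 further: 0% = DMSO and 100% = nicardipine control wells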
# Target sequence (Q9UNQ0 whole entry, looked up): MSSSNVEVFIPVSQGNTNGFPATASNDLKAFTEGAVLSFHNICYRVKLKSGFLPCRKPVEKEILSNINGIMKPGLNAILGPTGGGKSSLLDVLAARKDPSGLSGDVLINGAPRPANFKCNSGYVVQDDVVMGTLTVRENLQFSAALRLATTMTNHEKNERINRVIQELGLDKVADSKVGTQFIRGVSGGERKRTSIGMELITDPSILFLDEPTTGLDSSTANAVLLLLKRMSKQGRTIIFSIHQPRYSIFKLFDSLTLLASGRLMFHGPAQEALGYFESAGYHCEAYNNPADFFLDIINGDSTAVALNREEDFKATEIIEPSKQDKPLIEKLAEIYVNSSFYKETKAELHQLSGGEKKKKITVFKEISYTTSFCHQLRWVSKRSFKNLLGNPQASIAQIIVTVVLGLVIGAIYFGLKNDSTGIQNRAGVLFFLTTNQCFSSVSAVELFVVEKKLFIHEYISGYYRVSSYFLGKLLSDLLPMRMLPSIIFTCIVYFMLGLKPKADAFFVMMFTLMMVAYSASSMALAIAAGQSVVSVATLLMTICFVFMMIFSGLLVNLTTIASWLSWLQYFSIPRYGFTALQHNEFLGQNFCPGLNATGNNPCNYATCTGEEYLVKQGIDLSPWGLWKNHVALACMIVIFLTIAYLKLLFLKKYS
#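 Test system: IgMXP3 (ABCG2) plus far-red-tagged CCRF-Adr (ABCB1) cells. Reagent: JC-1 dye as substrate. Timing: 10 min exposure at 25 °C with rotation, no wash. Measured by: flow cytometric JC-1 green MFI at 530 nm. Read-out: percent efflux inhibition, scaled nicardipine 100% to DMSO 0%. Control set: nicardipine and DMSO wells.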
# RGS8-Gao reg: RGS8-Galphao binding modulators, primary screen, biochemical, multiplexed bead flow cytometry | 220,000 compounds, 0.34% hits | Guanine nucleotide-binding protein G(o) subunit alpha (Homo sapiens), P09471 | actives lie on both sides | AID 1423, 2008 | response (percent of control binding), % at 10 µM; in the data active means response below about 60% or above about 140%; inactive means in between;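 further: Galphao activated as the GDP aluminium fluoride complex binding bead-coupled RGS8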
# RGS7-Gao: RGS7-Galphao binding modulators, primary screen, biochemical, multiplexed bead flow cytometry. Guanine nucleotide-binding protein G(o) subunit alpha (Homo sapiens), P09471. actives lie on both sides. binding response (% of control), % at 10 µM. 220,000 compounds, 0.35% hits; in the data active means binding response below about 49% or above about 150%; inconclusive means no clear call, values can overlap the other calls; inactive means in between;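 further: fluorescent Galphao held in activated GDP-AlF4 state binding bead-coupled RGS7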
# Avidin bead fluor: green autofluorescence of compounds with avidin beads – biophysical, 488/530 nm, flow cytometry, artefact control, profiling panel | fluorescence (KMESF) at 10 µM | AID 1775, 2009 | compound fluorescence 488/530 nm; active compounds read high | 220,000 compounds, 0.38% hits; in the data active means fluorescence above about 47; further: inactives centre near 10
# GSH fluor: compound fluorescence on glutathione beads, profiling panel, artefact control, biophysical, 488/530 nm, flow cytometry; AID 1776, 2009; GSH beads flow cytometry, compound fluorescence 488/530 nm; active compounds read high; 190,000 compounds, 0.25% hits; fluorescence (KMESF) at 10 µM; in the data active means fluorescence above about 89;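 further: glutathione beads carrying GST-tagged Bcl family fusion proteins plus one bare bead set; values are compound well signal with DMSO vehicle wells as background; inactives centre near 16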
# ABCB1 inh: ABCB1 efflux pump inhibitors, primary screen, cell-based, multiplex, flow cytometry, ABCG2 counter-screen; ATP-dependent translocase ABCB1 (Homo sapiens), P08183; CCRF-Adr cells, JC-1 efflux; inhibition, % at 6.6 µM; 190,000 compounds, 0.067% hits; in the data active means inhibition above about 40%;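 further: 0% = vehicle and 100% = reference inhibitor; higher value means more JC-1 retained so stronger ABCB1 efflux block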
# Mcl1 Bid PPI: Mcl-1/Bid binding inhibitors, primary screen, biochemical, TR-FRET, 1536-well | Induced myeloid leukemia cell differentiation protein Mcl-1 (Homo sapiens), Q07820 | TR-FRET Mcl-1/Bid-Dy647 peptide binding | inhibition, % at 21.7 µM | 220,000 compounds, 0.97% hits;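 active means compounds that cut the binding signal by more than half at the single screening dose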;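 further: His-tagged Mcl-1 with europium anti-His antibody binding Bid BH3 peptide; 0% = Mcl-1 plus peptide wells and 100% = peptide-only wells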
# RGS4-Gao reg: modulators of RGS4 binding to Galphao, primary screen, biochemical, multiplexed bead flow cytometry; actives lie on both sides; binding response (% of control), % at 10 µM; 220,000 compounds, 0.33% hits; in the data active means binding response below about 49% or above about 150%; inactive means in between;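 further: fluorescent Galphao activated with aluminum fluoride binding bead-coupled RGS4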
# The depositor's hits bear a star; ? = inconclusive; nt = not tested or not shown.
SMILES,Mcl1 Noxa PPI,Pf gamet viab,Bim-Mcl-1,ABCG2 inh,RGS8-Gao reg,RGS7-Gao,Avidin bead fluor,GSH fluor,ABCB1 inh,Mcl1 Bid PPI,RGS4-Gao reg
Cc1c(Cl)cccc1NC(=O)Nc1cc(C(C)(C)C)nn1C,7.2,5.5,nt,nt,104.2,?,4,nt,nt,5.9,104.9
Cc1ccc2[nH]c(=O)c(CN(C(=O)c3cccc([N+](=O)[O-])c3)C(C)C)cc2c1,22.9,-10.0,nt,nt,102.5,?,5,nt,nt,9.2,101.5
c1ccn2cc(C34CC5CC(CC(C5)C3)C4)nc2c1,-6.2,nt,1.0,3.0,93.7,92.2,3,11,0.9,-30.6,94.5
O=C1CCC(C(=O)OCc2ccccc2)N1 (stereo not given),-2.0,nt,-33.0,-0.9,103.0,99.3,7,48,-0.5,-38.3,105.8
CCCNCc1cc(OC)c(OCC(=O)NCCc2ccccc2)cc1Br,12.9,-0.5,2.0,-1.0,104.2,100.9,6,7,0.5,-24.1,102.7
C=CCOC(=O)C1=C(C)NC(SC)=C(C#N)C1c1ccc(OCC)cc1 (stereo not given),15.3,-6.5,4.0,26.7,99.0,100.9,13,34,1.8,-26.4,102.7
CCOc1cc(S(=O)(=O)NCc2ccccn2)ccc1Cl,13.6,-0.7,0.0,-0.3,100.7,103.8,23,24,-0.2,-7.3,101.0
CCCCNC(=O)C1CC(=O)N(c2ccc(OC)cc2)C1c1ccc(OC)cc1 (stereo not given),8.2,nt,0.0,0.2,104.2,103.5,10,8,0.0,19.6,106.3
O=C(NCc1ccc2c(c1)OCO2)c1ccccc1,-4.4,-10.2,0.0,5.7,98.3,?,10,19,0.9,1.4,99.6
COc1ccc(C(=O)NC(=S)NCc2cccnc2)cc1[N+](=O)[O-],7.0,-3.6,-4.0,6.5,98.6,101.1,6,10,0.4,-50.2,96.0
O=C(COC(=O)C1(c2ccccc2F)CCCC1)N1CCN(C(=O)c2ccco2)CC1,-5.9,nt,-1.0,1.4,99.2,97.9,9,6,0.5,-10.4,101.5
O=C(CSc1nnc(-c2c[nH]c3ccccc23)o1)N1c2ccccc2CCc2ccccc21,17.7,15.2,-4.0,1.7,107.5,115.4,21,10,0.6,-13.3,104.6
Cn1c(NC(=O)C2CC2)cc(=O)n(C)c1=O,-1.0,nt,1.0,-0.2,102.0,97.8,20,15,-0.3,-4.7,101.3
O=[N+]([O-])c1cc(Cl)ccc1NCCNS(=O)(=O)c1ccccc1,9.9,-22.9,0.0,118.6*,102.2,99.6,23,12,2.6,-3.3,105.2
Cc1ccc(S(=O)(=O)N(CCC(=O)Nc2ccc(OC(F)(F)F)cc2)c2ccccc2)cc1,4.2,nt,-4.0,12.6,101.4,100.4,11,4,1.7,-6.1,101.7
Cc1cccc(NC(=O)C2(C)CC3c4ccccc4C2c2ccccc23)c1C (stereo not given),-14.5,4.8,1.0,5.0,113.6,105.8,13,16,0.1,-11.1,99.0
OCCN1CCN(C(=S)c2ccc(Br)cc2)CC1,11.1,nt,-4.0,1.4,95.2,121.5,7,11,0.1,-14.0,97.1
Cc1cc(C(=O)C(C)Sc2cccc[n+]2[O-])c(C)n1-c1ccc(Cl)cc1 (stereo not given),7.7,-45.5,-4.0,14.3,99.3,?,9,15,1.3,-24.6,100.1
CCN(CC)CCCNC(=O)c1cc(-c2ccc(O)cc2)on1,-2.7,nt,2.0,0.4,103.7,99.9,6,26,0.2,-17.2,100.2
CCOCCCNC(=S)Nc1cc(OCC)c(NC(=O)c2ccco2)cc1OCC,4.6,-4.7,-6.0,5.2,99.9,94.3,8,54,0.7,-20.4,104.0
Cc1nnc(SCC(=O)NC23CC4CC(CC(C4)C2)C3)n(N)c1=O,2.6,-8.9,-1.0,0.4,103.4,?,9,25,0.2,-15.7,105.8
O=C(COC(=O)CNS(=O)(=O)/C=C/c1ccccc1)NC1CCS(=O)(=O)C1 (stereo not given),-5.8,-37.2,2.0,-0.3,100.1,100.4,15,23,0.0,-8.5,98.1
O=C(CC1Sc2ccccc2NC1=O)NCc1ccc(Cl)cc1 (stereo not given),6.4,5.8,-1.0,0.4,97.7,93.4,12,21,0.2,-16.5,98.9
N#Cc1nc(-c2ccccc2)oc1N1CCCCC1,-20.5,nt,0.0,0.6,99.6,93.9,15,25,-0.1,-22.7,92.8

# Already shown: 2 of the compounds above.
SMILES,Mcl1 Noxa PPI,Pf gamet viab,Bim-Mcl-1,ABCG2 inh,RGS8-Gao reg,RGS7-Gao,Avidin bead fluor,GSH fluor,ABCB1 inh,Mcl1 Bid PPI,RGS4-Gao reg
Cn1c(NC(=O)C2CC2)cc(=O)n(C)c1=O,-1.0,nt,1.0,-0.2,102.0,97.8,20,15,-0.3,-4.7,101.3
O=[N+]([O-])c1cc(Cl)ccc1NCCNS(=O)(=O)c1ccccc1,9.9,-22.9,0.0,118.6*,102.2,99.6,23,12,2.6,-3.3,105.2

# Next part:
SMILES,Mcl1 Noxa PPI,Pf gamet viab,Bim-Mcl-1,ABCG2 inh,RGS8-Gao reg,RGS7-Gao,Avidin bead fluor,GSH fluor,ABCB1 inh,Mcl1 Bid PPI,RGS4-Gao reg
C=CC[N+](C)(C)CCN1C(=O)C2C(c3ccccc3)C=CC(c3ccccc3)C2C1=O (stereo not given),9.3,0.6,2.0,-1.8,103.7,?,12,9,-0.3,-0.4,107.2
CCOc1ccc2[nH]c(=O)c(CN(CCO)C(=O)c3ccc(Br)cc3)cc2c1,12.8,nt,-5.0,3.4,97.2,102.8,7,17,0.2,37.2,101.5
OCCSc1nc(-c2ccccc2)nc2c1CCC2,3.4,nt,2.0,57.5,80.0,88.8,8,9,0.4,-0.7,95.5
Cc1c(C(c2cccc([N+](=O)[O-])c2O)c2c(C)n(C)n(-c3ccccc3)c2=O)c(=O)n(-c2ccccc2)n1C,-9.7,-6.8,0.0,0.6,95.6,97.8,17,14,0.3,-47.8,91.7
CS(=O)(=O)N(CC(=O)N1CCN(Cc2ccc3c(c2)OCO3)CC1)c1ccc2c(c1)OCO2,1.2,nt,-7.0,6.8,98.5,102.2,24,24,0.5,-22.9,104.2
Cc1ccc([N+](=O)[O-])c(C(=O)Nc2cccnc2Cl)c1,-3.1,20.9,0.0,8.6,102.1,?,12,10,1.6,-13.3,99.4
CCOC(=O)CSc1ncnc2c1sc1nc(N3CCOCC3)c3c(c12)CCCC3,-36.4,nt,5.0,4.4,102.7,98.3,10,29,0.8,1.3,102.5
COc1ccc(C2(O)CN(c3ccccc3)C3=[N+]2CCS3)cc1OC (stereo not given),25.1,nt,0.0,0.4,102.5,?,13,12,0.8,-1.2,99.2
Cc1cc(C(=O)NCc2nc(-c3ccccc3)no2)ccc1[N+](=O)[O-],5.8,3.8,-3.0,10.4,103.7,99.3,10,10,0.3,10.3,101.3
COc1cccc(CCc2nnc(CCC(=O)NCCc3cccc(C)n3)o2)c1,-0.4,12.0,0.0,11.1,99.4,98.4,8,15,-0.2,-19.0,99.2
CSc1nnnn1-c1c(C)cc(C)cc1C,-7.2,-10.4,nt,nt,100.5,?,8,nt,nt,-11.4,100.5
CN1CCN(c2ccccc2NC(=O)c2ccccc2F)CC1,25.2,0.6,nt,nt,96.9,?,7,nt,nt,-10.5,93.0
O=C(c1ccccc1)c1cc([N+](=O)[O-])ccc1N1CCOCC1,8.9,7.5,-3.0,19.5,101.0,99.3,11,9,1.5,-2.0,100.0
COc1ccc(/C=C/c2c([N+](=O)[O-])c(=O)n(C)c(=O)n2C)cc1,-1.8,14.4,-3.0,1.9,95.9,91.9,7,13,0.4,-38.7,93.2
Oc1c(Br)cc(Br)cc1C=Nc1ccc2c(c1)OCCO2,22.2,0.2,0.0,3.0,99.5,100.7,8,15,-0.1,2.5,100.2
CCC(C)[C@H](NC(=O)N1CCN(C)CC1)C(=O)OC (stereo not given in full),1.1,-4.5,-5.0,-0.6,98.0,100.4,8,21,-0.1,-12.4,99.7
CCc1ccnc(NS(=O)(=O)c2ccc3c(c2)CCO3)c1,5.0,14.1,nt,nt,98.4,?,6,nt,nt,-15.0,96.6
CC(C)(O)CCCC(C)(O)c1ccc(C(=O)O)cc1O (stereo not given),21.7,nt,nt,nt,108.6,?,8,nt,nt,-3.3,113.4
COc1cc(/C=C2/NC(=O)NC2=O)cc(Br)c1OCc1cccc(C(=O)O)c1,17.9,11.4,4.0,1.3,97.0,95.5,6,13,0.2,-52.1,99.5
O=c1c(Cc2ccc(Cl)cc2)c(O)ccn1Cc1ccncc1,14.3,-19.8,2.0,1.6,100.8,91.8,8,15,0.9,-34.0,101.3
Cc1cccc(NC(=O)C2CC(=O)OC23CCCC3)c1 (stereo not given),7.8,nt,-1.0,2.0,99.4,94.9,19,15,0.5,-19.0,93.2
Cc1cccc(C(=O)NC(=S)NCc2cccnc2)c1,18.4,nt,-6.0,10.6,100.1,98.8,14,7,0.5,-40.5,101.1
CCOC(=O)c1c(-c2cccc([N+](=O)[O-])c2)csc1NC(=O)CCCOc1ccccc1OC,17.6,nt,-5.0,3.0,nt,nt,nt,17,1.6,2.9,nt
CC1(CC(=O)O)C(=O)N=C2C=CC=CN21 (stereo not given),-7.8,nt,-2.0,11.6,103.1,103.8,31,21,0.4,-19.8,103.2
C=CCn1c(C(CCC(C)C)CC(C)(C)O)n[nH]c1=S (stereo not given),3.0,-37.8,-6.0,0.9,102.7,111.0,6,28,0.3,-12.2,102.5
Cc1nnc2sc(-c3csc4c3CCCC4)nn12,17.3,-1.0,-5.0,15.6,102.1,104.9,15,46,-1.2,-11.8,103.4
CCc1ccc2nc(SCC(=O)N3CC(=O)Nc4ccccc43)c(C#N)cc2c1,3.5,nt,0.0,8.6,101.7,103.0,7,14,0.2,-4.2,102.8
CCOC(=O)N1CCN(c2c(NCCN3CCN(Cc4ccccc4)CC3)c(=O)c2=O)CC1,3.0,nt,-3.0,-5.7,108.2,106.7,12,19,-2.3,-29.9,104.3
Cc1cc(OC(=O)c2ccccc2Cl)ccc1N1C(=O)CCC1=O,14.6,nt,0.0,21.3,101.5,96.6,9,11,0.7,-31.8,98.5
O=C(NCCc1cccc(Cl)c1)c1cccs1,7.9,-4.5,-1.0,9.1,101.5,103.4,9,22,0.2,-4.1,100.7
COc1ccc2cc3c(N)nn(C(=O)Cc4ccc(Cl)cc4)c3nc2c1,25.0,nt,0.0,0.3,102.8,103.9,8,20,0.0,66.1*,104.5

# High-throughput results as filed in PubChem.
